High-throughput results from PubChem BioAssay.
KDM4E inh = JMJD2E (human) inhibition. JMJD2E catalytic domain, FDH-coupled NADH fluorescence (FDH is formaldehyde dehydrogenase). Potency, µM (highest dose often 57.1 µM), for the others: at the highest dose activity change, negative = inhibition, usual class: inhibitors. 1.6% of 230,000 active; active = well fitted inhibition curve with a large enough effect, not every such curve was filed as active; inconclusive = small, poorly fitted or top-dose-only effect, or another doubt; inactive = no such curve, though single readings can be large or run the other way;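 note: 0% = wells with enzyme and -100% = buffer wells without enzyme; nearly all actives have a fitted effect of over 50% in size; many of its hits are not listed in these tables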
Target sequence (B2RXH2 1-337 limits assumed): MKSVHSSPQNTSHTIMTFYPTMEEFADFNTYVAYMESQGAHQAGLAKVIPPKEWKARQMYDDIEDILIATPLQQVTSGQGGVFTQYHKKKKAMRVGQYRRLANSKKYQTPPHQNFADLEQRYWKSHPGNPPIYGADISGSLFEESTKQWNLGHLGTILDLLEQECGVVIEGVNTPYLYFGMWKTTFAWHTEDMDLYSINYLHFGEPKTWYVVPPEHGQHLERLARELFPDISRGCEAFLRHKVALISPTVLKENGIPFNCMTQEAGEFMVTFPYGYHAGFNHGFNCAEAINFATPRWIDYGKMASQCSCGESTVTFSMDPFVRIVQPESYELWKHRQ
ALDH1A1 block = ALDH1A1 (human) enzyme inhibition; P00352; Purified ALDH1A1, NADH fluorescence, propionaldehyde substrate; Potency, µM (doses to about 75.3 µM), for the others: top-dose activity, negative = inhibition, most hits filed as inhibitors; 7.3% of 220,000 active; active = well fitted inhibition curve with a large enough effect, not every such curve was filed as active; inconclusive = small, poorly fitted or top-dose-only effect, or another doubt; inactive = no such curve, though single readings can be large or run the other way;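 note: plate controls were no enzyme wells and a reference inhibitor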
Target sequence (P00352 whole entry, looked up): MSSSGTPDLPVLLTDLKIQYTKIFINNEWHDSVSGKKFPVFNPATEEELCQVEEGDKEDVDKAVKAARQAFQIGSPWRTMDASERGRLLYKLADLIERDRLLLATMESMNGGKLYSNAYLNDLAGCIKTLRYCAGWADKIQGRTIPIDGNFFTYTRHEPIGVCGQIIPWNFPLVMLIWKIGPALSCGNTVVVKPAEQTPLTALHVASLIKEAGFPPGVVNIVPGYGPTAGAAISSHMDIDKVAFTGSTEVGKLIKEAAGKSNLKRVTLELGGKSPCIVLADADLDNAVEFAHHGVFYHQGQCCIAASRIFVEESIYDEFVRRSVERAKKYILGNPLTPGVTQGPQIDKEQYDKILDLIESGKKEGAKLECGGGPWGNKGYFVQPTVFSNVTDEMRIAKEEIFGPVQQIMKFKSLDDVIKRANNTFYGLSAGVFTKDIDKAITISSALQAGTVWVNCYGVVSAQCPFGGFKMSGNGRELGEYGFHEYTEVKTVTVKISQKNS
Lamin A splicing = LMNA splicing modulation; HeLa LMNA splicing GFP/RFP minigene ratio, 48 h; Potency, µM (titrated, usually from 46.1 µM), without a hit: at the highest dose ratio change, negative = inhibition, most hits filed as inhibitors; 0.01% of 200,000 active; AID 1487; active = well fitted inhibition curve with a large enough effect in the signal ratio, with a control signal flat, not every such curve was filed as active; inconclusive = small, poorly fitted or top-dose-only effect, or effect the other way, or a change in a side signal; the % refers to the signal ratio; note: % is set by controls: 0 for no effect and ±100 for the full control effect
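S3 HeLa cells stably expressing lamin A-EGFP splicing minigene plus DsRed2, 600 cells/well, 48 h compound exposure at 37C. Laser-scanning cytometry; analysed as GFP (500-530 nm)/RFP (575-640 nm) total intensity ratio; 0.5% DMSO vehicle.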
RECQ1 helicase = blocks DNA unwinding by human RECQ1; Potency, µM (highest dose often 57.3 µM), for inactives: top-dose activity, negative = inhibition, hits mostly inhibitors; 0.54% of 240,000 active; AID 2549; P46063; RECQ1 DNA unwinding, red fluorescence kinetic read;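 note: plate controls were vehicle for no effect and no enzyme for full effect; nearly all actives have a fitted effect of over 30% in size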
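RECQ1T1 50 nM; forked duplex (20 bp + 30-nt ss tails) 200 nM, ATP 2 mM final; pH 8.0, 2 mM MgCl2, 2.5 ug/ml poly(dI-dC); 15 min compound preincubation; discontinuous kinetic read over 2 h at RT.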
Tau ThT inhib = blocks human tau fibril formation measured by thioflavin T; P10636; recombinant tau K18 P301L, heparin-induced fibrillization, ThT fluorescence; Potency, µM (top dose mostly 57.4 µM), without a hit: at the highest dose activity, negative = inhibition, most hits filed as inhibitors; 2.1% of 270,000 active; AID 1460; note: % is set by controls: 0 for no effect and ±100 for the full control effect; nearly all actives have a fitted effect of over 55% in size
Target sequence (P10636 561-689 P618L limits assumed): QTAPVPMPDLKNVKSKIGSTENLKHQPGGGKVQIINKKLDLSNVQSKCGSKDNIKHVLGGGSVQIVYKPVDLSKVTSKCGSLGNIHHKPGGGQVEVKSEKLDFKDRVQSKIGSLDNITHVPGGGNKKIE
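ThT emission at 510 nm, taken 1 hr after adding 30 uM dye, quantifies aggregates formed when 20 uM heparin acts on human tau K18 P301L for 6 hr at 37 C.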
SMN2 splice up = increases expression of the SMN2 splice variant; AID 1458; 2.8% of 210,000 active; HEK293 SMN2-luciferase splicing reporter, luminescence, 30-36 h; Potency, µM (highest dose often 46.1 µM), without a hit: at the top dose activity change, positive = activation, hits mostly activators; note: % of control where 0% means no effect; nearly all actives have a fitted effect of over 55% in size
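HEK293 cells carry an SMN2 […]–luciferase reporter in which exon 7 inclusion puts luciferase in frame. Cells were plated 10-12 h before compound addition, then incubated 30-36 h at 37C. ONE-Glo luminescence was read; sodium butyrate at 4.5 mM final served as control.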
Luc counter = Kinase-Glo luciferase inhibition (counter-screen); Q27757; Kinase-Glo luciferase, ATP luminescence, 8 min; Potency, µM (titrated, usually from 38.3 µM), inactives show at the top dose activity change, negative = inhibition, actives largely listed as inhibitors; 0.28% of 200,000 active; AID 1379; note: % is set by controls: 0 for no effect and ±100 for the full control effect; nearly all actives have a fitted effect of over 60% in size
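Inhibition of Kinase-Glo luciferase light generation was assessed at 10 uM ATP in pH 7.2 imidazole buffer, with luminescence measured after eight minutes at ambient temperature.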
L3MBTL1 block = inhibitors of human L3MBTL1; Potency, µM (doses to about 57.1 µM), without a hit: top-dose activity, negative = inhibition, most hits filed as inhibitors; 0.66% of 230,000 active; Q9Y468; AlphaScreen L3MBTL1–H3K9me1 peptide binding; note: % is set by controls: 0 for no effect and ±100 for the full control effect; nearly all actives have a fitted effect of over 60% in size
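Read-out is AlphaScreen signal from streptavidin donor and nickel chelate acceptor beads (10 ug/mL final each) bridging L3MBTL1 (50 nM) and biotinylated K9-monomethylated H3(1-15) peptide (75 nM), after 30 min compound exposure at room temperature.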
Starred values were filed as active, the others as inactive; i = inactive; u = inconclusive; x = no result given; [ ] = dose if it differs, or a comment. Unless noted, calls come from the whole dose curve; as a rule, active = well fitted curve in the direction sought with a large enough effect; inconclusive = small, poorly fitted or top-dose-only effect, or another doubt; inactive = no such curve, though single readings can be large; an effect the other way counts as inactive or inconclusive. Potency is the fitted concentration of half-maximal effect. Some of the compounds tested; rates above refer to the full screens.

SMILES | KDM4E inh | ALDH1A1 block | Lamin A splicing | RECQ1 helicase | Tau ThT inhib | SMN2 splice up | Luc counter | L3MBTL1 block
Cc1c(C(=O)N2CCN(CCc3ccccc3)CC2)oc2ccccc12 | -5% | 14µM* | -1% | 2% | -6% | u | 0% | x
COC(=O)c1cc(C(=O)OC)n(Cc2ccc(F)cc2)n1 | 4% | 2% | 0% | -12% | -2% | -6% | 0% | 15%
Cc1nn2c(N)csc2nc1=O | -17% | u | 6% | 2% | u | -4% | -8% | -7%
CCOC(=O)C1(C/C(C)=N/NC(N)=O)CC(C)(C)OC1=O (configuration not stated) | 1% | 5% | -9% | 2% | 2% | 7% | 0% | 0%
COc1ccc(NC(C)=O)cc1NC(C)c1nc2sc(C)c(C)c2c(=O)[nH]1 (configuration not stated) | 7% | u | u | -3% | u | 18% | 1% | 8%
CCCCNC(=O)c1sc2nc(C)cc(COC)c2c1-n1cccc1 | 3% | u | u | i | u | -18% | 1% | 2%
O=c1cc(N2CCOCC2)cnn1-c1ccccc1 | 12% | u | -7% | -2% | -12% | u | -10% | 0%
Clc1ccccc1Cc1noc(CN2CCN(c3cnccn3)CC2)n1 | -12% | u | x | -7% | -8% | x | x | -11%
C/C(=N\NC(=O)c1cccs1)c1cccnc1 | 6% | 7% | u | 3% | 0% | -13% | -6% | x
COC(=O)c1c(C)[nH]c(C(=O)OCC(=O)NC(C)(C)C)c1C | -3% | 7% | u | 2% | -7% | -30% | 0% | -6%
COc1cc(C(=O)Nc2cc(C(F)(F)F)ccc2N2CCOCC2)ccc1O | -4% | -2% | 1% | -2% | -5% | 7% | -6% | -1%
Cn1c(CO)cnc1SCc1ccc(F)cc1 | 3% | 2% | u | -2% | -1% | 11% | -4% | 0%
COc1ccc2nc(NC(C)=O)sc2c1 | -1% | -2% | u | -14% | -6% | 14µM* | -9% | 3%
CN(C)S(=O)(=O)c1ccc(NC(=O)c2cccnc2)cc1 | -8% | -2% | 7% | -14% | -10% | -9% | 3% | x
CCOc1cc(/C=C2/SC(=O)N(CC(=O)N3CCc4ccccc4C3)C2=O)ccc1OCC(=O)O | -21% | 13% | 7% | -2% | -10% | 7% | 0% | 7%
O/N=C/c1ccccc1OCc1ccc(Cl)cc1 | -7% | 0% | u | -8% | u | -6% | 0% | u
Cc1ccccc1N=C1Nc2ccccc2CS1 | -2% | 6% | u | -5% | -8% | 13µM* | -11% | -5%
CN(C(=O)CSc1nnc(-c2c[nH]c3ccccc23)o1)C1CCS(=O)(=O)C1 (configuration not stated) | 0% | -3% | 2%[9.22 µM] | -2% | -3% | 5% | 0% | 9%
CS(=O)(=O)N1CCN(c2nc(-c3ccc(F)cc3)cs2)CC1 | 2% | 6% | 13% | -4% | 0% | -25% | -6% | -3%
CC(C)Oc1cccc(C(=O)O)c1 | -2% | 4% | -4% | i | -13% | -2% | 1% | x
O=C(Cn1nc(-c2ccccc2F)ccc1=O)Nc1ccc(S(=O)(=O)N2CCCCCC2)cc1 | -7% | u | u | -4% | -2% | 4% | 4% | -6%
Cc1ccc(NC(=O)C2CCCN2C(=O)NC2CCCCC2)c(C)c1 (configuration not stated) | -3% | 5% | -12% | 3% | -4% | -18% | 5% | 13%
CCCC/C=C1\CCc2c([nH]c3ccccc23)C1=O | u | -1% | x | i | -3% | x | 2% | 40%[activator]
CC(C)CC(=O)Nc1ccc(C(=O)NN2C(=O)c3ccccc3C2=O)cc1 | 3% | 11% | -7% | -3% | -8% | -6% | -1% | 11%
CC(C)CC(=O)Nc1ccccc1-c1nnn(CC(=O)N2CCOCC2)n1 | -2% | 0% | -1% | 1% | 9% | -16% | 3% | 7%
Brc1ccc(/C=C/C=N/Nc2nc3ccccc3s2)cc1 | -4% | u | -11% | -2% | 3% | -18% | -3% | -1%
COCCn1c(-c2cccc(Br)c2)nc2c(c(=O)c3ccccc3n2C)c1=O | 10% | x | x | -5% | -16% | x | x | 18%
Cc1[nH]c2ccccc2c1C(=O)C(=O)N1CCCc2ccccc21 | -3% | 5% | u | 3% | 5% | -55% | 11% | -24%
COC(=O)c1c(NC(=O)CSc2nnc(C)c(=O)[nH]2)sc(C)c1C | -18% | u | u | 4% | -17% | -14% | 3% | x
NC(=O)CN1CCN(C(=O)Nc2ccccc2)CC1 | 3% | 2% | -6% | -4% | -11% | 2% | 2% | 4%
Cc1ccc(-c2nnc(Oc3ccc(NC(=O)c4ccccc4)cc3)c3ccccc23)cc1 | -3% | 15% | -4% | -15% | 5% | -22% | 2% | 8%
COc1ccc(Nc2nc(N)nc(CSC(=S)N3CCCCC3)n2)cc1 | -4% | u | x | -17% | -18% | u | 0% | -6%
NC(=O)c1c(NC(NC(=O)c2ccco2)(C(F)(F)F)C(F)(F)F)sc2c1CCCC2 | u | 32µM* | 6% | -8% | u | 20% | -3% | x
Cc1noc(C)c1COC(=O)c1ccccc1Sc1ccccc1C#N | 1% | u | -11% | -20% | -7% | -40%[inhibitor] | -2% | 9%
NCC1O[C@@H](OC2C(N)C[C@H](N)[C@@H](O[C@H]3OC(CO)C(O)C(N)C3O)C2O)C(N)C(O)C1O (some centres not stated) | 52%[activator] | 0% | x | 22% | -8% | -5% | -5% | x
Cc1c(O)c(=O)n(-c2ccccc2)n1C | 0%[25.5 µM] | u | u | -3%[25.9 µM] | x | -5%[20.6 µM] | -1%[17.1 µM] | -2%
Cc1ccc(NC(=O)Cn2c(O)c(N=NC(=O)c3ccncc3)c3ccccc32)cc1 | -7% | 4.5µM* | -8%[46 µM] | -1% | u | 21% | -1% | -11%
O=C1CCCC(NCCCCCCNC2=C([N+](=O)[O-])C(=O)CCC2)=C1[N+](=O)[O-] | -7% | 0% | 0% | -14% | -16% | -7% | 3% | u
Cc1ccccc1-n1c(=O)cc(N2CCc3ccccc3C2)[nH]c1=O | -9% | u | -3% | i | -6% | -6% | 1% | -1%[11.4 µM]
CC(=O)c1ccc2c(c1)N(C)c1ccccc1S2 | 6% | 4% | u | i | 10µM* | 6% | 0% | 124%[activator]

A draw from above in order of SMILES length, low to high.
SMILES | KDM4E inh | ALDH1A1 block | Lamin A splicing | RECQ1 helicase | Tau ThT inhib | SMN2 splice up | Luc counter | L3MBTL1 block
CC(=O)c1ccc2c(c1)N(C)c1ccccc1S2 | 6% | 4% | u | i | 10µM* | 6% | 0% | 124%[activator]
CCCC/C=C1\CCc2c([nH]c3ccccc23)C1=O | u | -1% | x | i | -3% | x | 2% | 40%[activator]
Cc1[nH]c2ccccc2c1C(=O)C(=O)N1CCCc2ccccc21 | -3% | 5% | u | 3% | 5% | -55% | 11% | -24%
CC(C)CC(=O)Nc1ccccc1-c1nnn(CC(=O)N2CCOCC2)n1 | -2% | 0% | -1% | 1% | 9% | -16% | 3% | 7%
COCCn1c(-c2cccc(Br)c2)nc2c(c(=O)c3ccccc3n2C)c1=O | 10% | x | x | -5% | -16% | x | x | 18%
Cc1ccc(NC(=O)Cn2c(O)c(N=NC(=O)c3ccncc3)c3ccccc32)cc1 | -7% | 4.5µM* | -8%[46 µM] | -1% | u | 21% | -1% | -11%
Cc1ccc(-c2nnc(Oc3ccc(NC(=O)c4ccccc4)cc3)c3ccccc23)cc1 | -3% | 15% | -4% | -15% | 5% | -22% | 2% | 8%
NC(=O)c1c(NC(NC(=O)c2ccco2)(C(F)(F)F)C(F)(F)F)sc2c1CCCC2 | u | 32µM* | 6% | -8% | u | 20% | -3% | x
O=C(Cn1nc(-c2ccccc2F)ccc1=O)Nc1ccc(S(=O)(=O)N2CCCCCC2)cc1 | -7% | u | u | -4% | -2% | 4% | 4% | -6%
O=C1CCCC(NCCCCCCNC2=C([N+](=O)[O-])C(=O)CCC2)=C1[N+](=O)[O-] | -7% | 0% | 0% | -14% | -16% | -7% | 3% | u

(listing goes on)
SMILES | KDM4E inh | ALDH1A1 block | Lamin A splicing | RECQ1 helicase | Tau ThT inhib | SMN2 splice up | Luc counter | L3MBTL1 block
COc1ccc(NC(=O)NC2CC3CCCC(C2)N3Cc2ccccc2)cc1 (configuration not stated) | 2% | 5% | -12% | -9% | -1% | -12% | 2% | -2%
CCN=C1SC(CC(=O)Nc2ccc(C)cc2)C(=O)N1CC (configuration not stated) | 3% | -3% | 0% | -10% | 0% | -3% | -2% | 0%
Cc1cc(NC(=O)CN2C(=O)NC(CCc3ccccc3)C2=O)no1 (configuration not stated) | -1% | -1% | x | -5% | -3% | -26% | -2% | x
O=C1c2cccc3cccc(c23)C(=O)N1CCCSc1ncn[nH]1 | u | 5% | x | 20% | 0% | -1% | 0% | 3%
CSCc1cc(N(C)C)nc(SCc2ccc(Cl)cc2Cl)n1 | 6% | 2% | u | -6% | u | -12% | 0% | 21%
CN(C(=O)c1cccnc1)c1nnc(-c2cnccn2)s1 | -5% | -2% | -2% | -18% | -12% | 21% | -3% | -3%
O=C(NNc1ccc(F)cc1F)c1c(F)cccc1Cl | 10% | -8% | u | -12% | -3% | x | x | 4%
O=C(Nc1ccc(S(=O)(=O)N2CCCc3ccccc32)cc1)C1CCCO1 (configuration not stated) | -4% | -8% | -17% | -4% | -7% | -20% | -2% | -9%
N/C(=N\OC(=O)c1cccc2ccccc12)c1ccc(Br)cc1 | 11% | u | -1% | -7% | 16% | u | 1% | 56%[activator]
Cc1ccsc1-c1ccnc(-n2cccc2)n1 | 3% | u | -1% | 0% | 9% | -13% | -7% | 4%
COC(=O)c1ccc(CSc2nnc(N)s2)o1 | 7% | 2% | x | i | -6% | x | 1% | 12%
CCN=C1SC(C(=O)Nc2cc(Cl)cc(Cl)c2)CC(=O)N1CC (configuration not stated) | 20% | 4% | -3%[46 µM] | i | 1% | x | 2% | 11%
Cc1cc(C)nc(NC(=NCCc2c[nH]c3ccccc23)NC(=O)Nc2cccc([N+](=O)[O-])c2)n1 | 3% | 4% | -4% | -10% | u | -14% | 2% | 2%
